Thrombin inh = blocks human thrombin protease activity; inhibition, % at 5 µM; hit rate 0.26% among 220,000; P00734; alpha-thrombin, Boc-VPR-AMC fluorogenic substrate cleavage;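 active = inhibition at or above 40%; inactive = inhibition below 40%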;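 also: 0% = enzyme with no compound and 100% = wells without enzyme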
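Test system: human alpha-thrombin; medium: pH 7.5 Tris-saline with Tween 20; times: reaction at room temperature; signal: AMC fluorescence at 355 nm excitation and 460 nm emission; also added: Boc-VPR-AMC substrate, 15 µM final; dosing: one concentration per compound, 5 µM, with 0.2% DMSO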
TbHK1 inh = T. brucei hexokinase 1 inhibition; inhibition, % at 10 µM; hit rate 0.11% among 220,000; recombinant TbHK1, G6PDH-coupled NADH A340; AID 1430;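 active = inhibition of 50% or more in the single-dose primary screen; inactive = inhibition below 50%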
TRPML3 ag = agonists of human TRPML3 channel; HEK293 TRPML3-YFP, Fluo-8 calcium fluorescence; 100% = the carbachol control signal; activation, % at 3 µM; hit rate 0.29% among 220,000; AID 1448;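 active = activation above its plate's cutoff, the mean activation of the plate's test wells plus 3 SD, cut at about 12% in these data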;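 also: 0% = DMSO only wells and 100% = carbachol wells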
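Test system: HEK293 cells stably carrying human TRPML3-YFP; Doses: single dose, 3 µM final nominal compound, 0.3% DMSO final; Schedule: dye loading 1 h 37 °C then 30 min ambient, 125 s read; Technique: Fluo-8 calcium fluorescence; Benchmarks: high control carbachol 87 µM, low control DMSO.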
Furin inhibitor = inhibitors of human furin; purified furin, fluorogenic substrate cleavage; inhibition, % at 30 µM; hit rate 0.061% among 220,000; in the data active = inhibition above about 25%; also: inactives centre near -15
Target sequence (P09958 108-714 limits assumed): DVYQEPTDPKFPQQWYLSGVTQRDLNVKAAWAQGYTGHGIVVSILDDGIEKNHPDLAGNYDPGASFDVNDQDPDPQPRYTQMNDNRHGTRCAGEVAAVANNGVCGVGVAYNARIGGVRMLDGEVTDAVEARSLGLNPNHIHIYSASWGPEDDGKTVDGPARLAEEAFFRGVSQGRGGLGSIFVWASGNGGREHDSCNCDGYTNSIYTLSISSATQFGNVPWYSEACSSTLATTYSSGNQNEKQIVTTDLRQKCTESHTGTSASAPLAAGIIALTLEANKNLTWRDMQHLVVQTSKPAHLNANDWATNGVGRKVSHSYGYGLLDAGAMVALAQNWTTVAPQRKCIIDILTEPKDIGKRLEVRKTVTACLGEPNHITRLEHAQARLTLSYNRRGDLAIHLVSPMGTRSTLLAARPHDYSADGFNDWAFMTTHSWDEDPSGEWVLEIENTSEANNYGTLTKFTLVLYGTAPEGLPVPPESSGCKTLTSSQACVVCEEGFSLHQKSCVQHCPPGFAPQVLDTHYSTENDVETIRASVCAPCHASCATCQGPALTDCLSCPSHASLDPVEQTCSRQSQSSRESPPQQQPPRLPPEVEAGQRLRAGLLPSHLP
Cl transport mod = KCC2 (human) Cl- transport modulation. B-score of Tl+ flux slope (higher = more flux/activation; lower = inhibition) at 10 µM. AID 1456. KCC2 cells, thallium flux FluoZin-2 fluorescence. hit rate 2.2% among 190,000;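 active = thallium flux slope and its plate-corrected score both differing from the plate sample mean at a set confidence after two filtering rounds, in either direction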;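 also: slope of fluorescence scaled to starting intensity during 10 to 20 s after thallium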
EBV gp42 inh = EBV gp42 inhibition | Q1HVG2 | Fluorescence polarization binding assay, mP read-out | inhibition, % (tested at 21.74 µM) | hit rate 0.42% among 220,000; in the data active = inhibition above about 50%
Target sequence (Q1HVG2 whole entry, looked up): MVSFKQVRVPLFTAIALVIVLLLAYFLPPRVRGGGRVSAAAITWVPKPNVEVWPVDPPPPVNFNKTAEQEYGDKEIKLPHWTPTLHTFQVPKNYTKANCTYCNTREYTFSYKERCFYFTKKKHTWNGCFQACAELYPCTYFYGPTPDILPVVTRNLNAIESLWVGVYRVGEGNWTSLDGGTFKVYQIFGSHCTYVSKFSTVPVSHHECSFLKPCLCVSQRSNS
m-calpain inh = calpain II (pig) inhibition; hit rate 0.37% among 220,000; purified calpain II, fluorogenic peptide substrate, 30 min; inhibition, % at 16 µM;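 active = inhibition above about 50%, limit read from the data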
zfTRPN1 agonist = agonists of zebrafish TRPN1 channel; activation, % at 3 µM; AID 1424; hit rate 0.18% among 220,000; HEK293 zebrafish TRPN1-YFP, Fluo-8 calcium fluorescence; 100% = response to 87 µM carbachol;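 active = activation above its plate's cutoff, the mean activation of test wells on that plate plus 3 SD, cut at about 19% in these data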;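 also: 0% = DMSO alone and 100% = 87 µM carbachol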
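Material: zebrafish TRPN1-YFP in HEK293 cells; Doses: single test compound dose, 3 µM nominal, 0.3% DMSO; Timing: dye loading 1 h at 37 °C, then 30 min room temperature; Technique: intracellular calcium fluorescence with Fluo-8; Benchmarks: high carbachol 87 µM, low DMSO alone.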
PPC-1+TRAIL kill = PPC-1 cancer cell killing with TRAIL present; PPC-1 cells + TRAIL, ATPLite viability luminescence; cell killing (% activity), % at 4 µM; hit rate 0.41% among 220,000;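 active = cell killing above 50% in the first pass at 4 µM, then a duplicate retest at 5 µM averaging 50% or more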;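 also: plate controls were cells with TRAIL plus DMSO for no effect and medium-only wells lacking cells for full effect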
An asterisk follows results filed as active; / = no result given; [ ] = dose if it differs, or a comment.

SMILES | Thrombin inh | TbHK1 inh | TRPML3 ag | Furin inhibitor | Cl transport mod | EBV gp42 inh | m-calpain inh | zfTRPN1 agonist | PPC-1+TRAIL kill
COc1cc(CNn2nnnc2N)ccc1OCC(=O)NC(C)(C)C | 1 | 5 | 0.4 | -20[20 µM] | 0.91 | -4 | -15 | -0.8 | 15
CCOC(=O)C(C)Oc1ccc(C2NC(=O)NC(C)=C2C(=O)Nc2ccccc2C)cc1 (centres undefined) | -9 | -8 | 0.1 | -9[20 µM] | -0.57 | -17 | -32 | -0.3 | 36
CC(C)CCNC(=O)CNC(=O)c1cccs1 | 0 | -3 | 0.3 | -13[20 µM] | -0.027 | -12 | -6 | 0.2 | 9
CC1CCc2nn(CC(=O)Nc3ccc(F)cc3F)cc2C1 (centres undefined) | 0 | 8 | 0.1 | -31 | -0.6 | 1 | -3 | -1.6 | 17
Cc1cccc(N(C(=O)CS(=O)CC(=O)Nc2ccc3c(c2)OCO3)C(C)C(=O)NC2CCCC2)c1C (centres undefined) | 4 | -3 | -0.4 | -13 | / | -31 | 20 | -1.5 | 12
C=CCNC(=S)N/N=C/c1ccc(-c2ccc(OC)cc2)o1 | 1 | -17 | -0.2 | -6 | 1.3 | -13 | -28 | -2.2 | 18
Cc1noc(C)c1C(=O)NNc1ccc(C(C)C)cc1 | -2 | -6 | 0.9 | -22 | -0.74 | -1 | -12 | 2.1 | 26
Cc1ccc2c(CC(=O)O)coc2c1C | 1 | 4 | -0.1 | -4 | 0.99 | -13 | 8 | 1.2 | -1
CCOC(=O)/C(C#N)=C1\Nc2ccccc2N=C1N(CC(C)C)CC(C)C | -1 | -6 | 0.2 | -8[20 µM] | -0.2 | -17 | -7 | 0.9 | 21
Cc1cc(C)c2c(NC(N)=S)n[nH]c2n1 | -2 | 5 | 0.6 | -28 | 0.73 | -15 | -11 | -0.3 | -14
CCCCSCCCNC(=O)Nc1ccc(CC)cc1 | -1 | 5 | 0.0 | -16 | -0.95 | 2 | 13 | -0.2 | 4
CC(=O)Nc1nc2c(c3c1c(=O)oc1ccccc13)CCCCC2 | 5 | -2 | 0.2 | -21[20 µM] | -0.097 | -19 | -223 | 0.2 | 3
CC(C)NC(=O)CSc1ccccc1C(=O)NCc1ccc2c(c1)OCO2 | 2 | -3 | -0.4 | -11[20 µM] | -0.11 | -7 | -52 | 1.6 | -8
FC(F)Oc1ccc(-c2csc(=Nc3cccnc3)n2CC2CCCO2)cc1 (centres undefined) | -4 | 5 | 1.6 | -9 | -1.6 | 11 | -11 | 2.8 | 16
CC(C)CC(N=Cc1c(O)c2ccccc2oc1=O)C(=O)O (centres undefined) | -3 | -16 | 0.2 | -26 | -1.7 | -26 | 0 | -0.9 | 9
CC(C)(C)S(=O)(=O)c1ccc2nc3c(n2c1)CCCC3 | 5 | -8 | 0.4 | -14 | 0.64 | / | / | 0.7 | 1
CCS(=O)(=O)CCn1c([N+](=O)[O-])cnc1C | / | -43 | 0.3 | 9 | -0.6 | -12 | -4 | -0.1 | 4
COC(=O)c1ccc(CSc2nnnn2Cc2ccccc2)cc1 | 0 | 3 | -1.1 | -16[20 µM] | -1.4 | -2 | 7 | -0.6 | 30
Cc1c(NC(=O)C(C)Sc2nc3ccccc3c(=O)n2CCO)c(=O)n(-c2ccccc2)n1C (centres undefined) | 0 | 7 | 1.0 | -16 | -0.43 | -14 | -19 | 1.2 | -15
Cc1cccc(C)c1NC(=O)CSc1nnnn1C | 10 | -3 | -0.4 | -27 | / | 0 | 15 | 0.7 | 8
c1ccc(CCc2nc(-c3ccc(-n4cccc4)cc3)no2)cc1 | -6 | 3 | 0.7 | -5 | -0.043 | 2 | 3 | 0.9 | 4
Cc1cccc(N2CCN(S(=O)(=O)c3cccc4nonc34)CC2)c1C | 1 | 0 | 0.4 | -11 | -0.027 | -53 | 4 | 1.4 | 11
COc1ccc(N2CCN(C(c3cccs3)C(C)NS(C)(=O)=O)CC2)cc1 (centres undefined) | -4 | 2 | 0.9 | -26 | 0.3 | -1 | 51* | 3.7 | 2
COc1ccc(-c2nn(-c3ccccc3)cc2C(=O)N/N=C/c2ccc([N+](=O)[O-])o2)cc1 | -5 | -5 | 0.9 | -13 | 1.9 | 5 | 17 | 0.5 | 36
CCc1ccccc1NC(=O)CN(c1ccc(OC)cc1OC)S(=O)(=O)c1ccccc1[N+](=O)[O-] | -4 | 9 | -0.1 | -11 | -2.4 | 13 | 10 | -0.8 | 5
Cn1c(Cn2nnc3ccccc32)nnc1SCC(N)=O | 2 | -2 | 0.3 | -21 | 0.76 | -6 | 23 | 0.1 | 17
COC(=O)c1cnn(-c2ccc(F)cc2F)c1/C=N/NC(=S)NC(C)(C)C | -4 | -54 | -0.8 | -13 | 7.8* | -3 | -2 | -0.9 | 0
CC(C)c1cc(C(=O)N/N=C/C=C/c2ccccc2)n[nH]1 | -2 | -50 | 0.7 | 3 | 0.53 | -22 | 25 | 0.8 | 6
CC(C)n1c(SCc2ccccc2F)nc2c1c(=O)n(C)c(=O)n2C | 2 | -6 | -0.5 | -25 | / | -7 | 3 | -0.8 | 20
COc1ccc(NC(=O)Cc2c(F)cccc2Cl)c(OC)c1 | 2 | 35 | -0.4 | -1 | -0.29 | -5 | 9 | -1.6 | 2

One compound at a time, from the list above:
Shown for `c1ccc(CCc2nc(-c3ccc(-n4cccc4)cc3)no2)cc1` : Thrombin inh: -6; TbHK1 inh: 3; TRPML3 ag: 0.7; Furin inhibitor: -5; Cl transport mod: -0.043; EBV gp42 inh: 2; m-calpain inh: 3; zfTRPN1 agonist: 0.9; PPC-1+TRAIL kill: 4
Shown for `COc1ccc(NC(=O)Cc2c(F)cccc2Cl)c(OC)c1` : Thrombin inh: 2; TbHK1 inh: 35; TRPML3 ag: -0.4; Furin inhibitor: -1; Cl transport mod: -0.29; EBV gp42 inh: -5; m-calpain inh: 9; zfTRPN1 agonist: -1.6; PPC-1+TRAIL kill: 2

Other results:
SMILES | Thrombin inh | TbHK1 inh | TRPML3 ag | Furin inhibitor | Cl transport mod | EBV gp42 inh | m-calpain inh | zfTRPN1 agonist | PPC-1+TRAIL kill
O=C(/C=C/c1cccc([N+](=O)[O-])c1)N1CCN(C(=O)c2ccco2)CC1 | -3 | -1 | 0.6 | -25 | 0.94 | -1 | 11 | -1.0 | 29
Cc1nc2ccccn2c1C(=O)CSc1ccccc1Cl | 4 | -13 | 0.7 | -15[20 µM] | -1.2 | -19 | -9 | 5.5 | 22
Cc1ccc(N2C(=O)CS(=O)C(c3ccccc3)C2=O)cc1C (centres undefined) | -1 | -4 | 0.5 | -17 | -0.34 | -12 | -11 | -0.6 | 38
Cc1ccc(S(=O)(=O)CCSc2n[nH]c(=O)n2-c2ccc3c(c2)OCCO3)cc1 | -2 | -10 | 0.6 | -27 | -0.19 | -18 | -8 | 2.2 | 6
CC(C)CCNC(=O)c1sc2ccc(S(=O)(=O)N3CCCCC3)cc2c1N | -6 | -1 | 0.3 | -20 | -0.69 | 8 | -2 | 0.4 | 18
Clc1ccc2c(c1)C=Nc1c(NCc3ccccc3)ncnc1O2 | 7 | -15 | -0.7 | -18[20 µM] | 0.39 | -19 | 7 | -1.4 | 7
CCN(CC)CCCN1C(=O)c2oc3ccccc3c(=O)c2C1c1cccc(OC)c1OC (centres undefined) | 1 | 32 | 1.4 | -4 | / | -13 | -15 | 0.4 | 21
CCCNC(=O)c1onc(CSc2cccc(OC)c2)c1C(=O)NCCC | 2 | -3 | / | -3 | -0.21 | -10 | 18 | / | 4
Nc1nnnn1/N=C/C(Br)=C/c1ccccc1 | -1 | -12 | -0.5 | -29 | -0.88 | -17 | -13 | -1.1 | 8
COc1ccccc1NC(=O)c1ccc(NC(=O)c2cc3c(s2)CCC3)cc1 | -10 | -3 | 1.3 | -14 | 0.09 | -4 | -20 | 0.6 | 1
CCc1nc(NCc2ccco2)c2oc3ccccc3c2n1 | -1 | -10 | -0.4 | -29 | -2.8 | -18 | 0 | -0.8 | /
COc1ccc(Cl)cc1C(=O)NNC(=O)CCNC(C)=O | -5 | 0 | 1.6 | -15 | 0.26 | 5 | 7 | 1.4 | 17
COc1ccc(Nc2nc(N)nc(CN(C)C3CCCCC3)n2)cc1 | -4 | 1 | 0.6 | -13[20 µM] | 0.52 | -20 | 2 | -0.9 | 4
C/C=C/C(=O)OCC(=O)Nc1ccc(OC)c(Cl)c1 | -2 | 3 | 0.7 | -24 | -0.3 | -5 | -8 | 0.3 | 32
OCCC1CN(Cc2cnc(N3CCCC3)s2)CCN1Cc1ccccc1 (centres undefined) | 1 | -9 | -0.2 | -4 | / | 8 | 15 | 1.1 | 12
CN(C)/C=N/N(C)c1ncccc1[N+](=O)[O-] | -3 | -12 | 0.5 | -22 | -0.032 | -3 | -24 | 0.5 | 22
Cc1c(CN2CCCCC2)c(O)n(CCCO)c(=O)c1C#N | 3 | -22 | 0.6 | -14 | / | -4 | 8 | 0.9 | -3
CCC(C)[C@H](NC(=O)NCc1ccc(S(N)(=O)=O)cc1)C(=O)OC (some centres undefined) | 1 | 1 | 0.7 | -41 | 1.3 | 0 | -2 | 2.5 | /
C=CCn1c(SCC(=O)NC(=O)NCc2ccco2)nc2sc(CC)cc2c1=O | -2 | 7 | -0.5 | -21 | 0.38 | 1 | -178 | -1.5 | 8
O=C(Cn1cnc2ccccc2c1=O)N1CCN(Cc2ccc3c(c2)OCO3)CC1 | 4 | 0 | 1.3 | -7[20 µM] | 1.1 | -13 | -35 | 1.2 | 10

A run of entries taken from the entries so far, as a working copy:
SMILES | Thrombin inh | TbHK1 inh | TRPML3 ag | Furin inhibitor | Cl transport mod | EBV gp42 inh | m-calpain inh | zfTRPN1 agonist | PPC-1+TRAIL kill
CCc1nc(NCc2ccco2)c2oc3ccccc3c2n1 | -1 | -10 | -0.4 | -29 | -2.8 | -18 | 0 | -0.8 | /
COc1ccc(Cl)cc1C(=O)NNC(=O)CCNC(C)=O | -5 | 0 | 1.6 | -15 | 0.26 | 5 | 7 | 1.4 | 17

More records
SMILES | Thrombin inh | TbHK1 inh | TRPML3 ag | Furin inhibitor | Cl transport mod | EBV gp42 inh | m-calpain inh | zfTRPN1 agonist | PPC-1+TRAIL kill
C=CCOc1ccc(/C(O)=C2/C(=O)C(=O)N(CCCn3ccnc3)C2c2ccco2)cc1 (centres undefined) | -7 | -11 | 0.4 | -27 | 0.24 | -13 | -30 | -0.3 | 5
CCCN1CCC(NC(=S)Nc2ccc([N+](=O)[O-])cc2)CC1 | -1 | -34 | 1.9 | -8 | 1.4 | -1 | -4 | 1.0 | 18
COc1ccc(CCNc2c([N+](=O)[O-])ncn2C)cc1OC | -2 | -14 | 0.9 | -17 | 0.39 | -15 | -8 | 1.6 | 10
CCOc1cc2c3c(c1)C1(C(=O)N3C(C)(C)C=C2C)C(C#N)=C(N)Oc2cc(O)ccc21 (centres undefined) | -4 | -1 | -0.3 | -14[20 µM] | -0.49 | 0 | -24 | -1.2 | 10
O=C(N/N=C/c1cnc(N2CCCCC2)s1)c1ccc(C(F)(F)F)cc1 | 1 | 1 | 0.8 | -20 | 1.3 | -5 | 34 | -0.2 | 4
CCCCOC(=O)C1Cc2ccccc2C(=O)O1 (centres undefined) | -1 | -4 | 0.9 | -20[20 µM] | -0.18 | -22 | -16 | -0.5 | -28
O=C1CC(c2ccc(O)cc2)Oc2cc(O)cc(O)c21 (centres undefined) | -1 | -25 | 0.8 | -11 | -0.024 | -7 | 10 | 2.3 | 12
Cc1cc2n(c(=O)c1C#N)CCCN2c1cccc(Cl)c1 | 1 | -56 | 0.4 | -10[20 µM] | 1.8 | -11 | -184 | -1.2 | 17

Screening results (PubChem)
